# hgDAF12 agonist – H. glycines DAF-12 receptor agonists, primary screen, cell-based, luminescence, HEK293, GAL4 fusion, UAS-luciferase; 1.8% of 370,000 active; AID 687014, 2013; activation, % at 6.8 µM; Nuclear hormone receptor DAF-12 (Heterodera glycines), GAL4 fusion; HEK293 GAL4-hgDAF12 UAS-luciferase reporter, agonist luminescence; normalized to butyrate control;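 active = activation above a cutoff set at the mean of all screened compounds plus 3 SD, cut at about 10% in these data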;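 note: 0% = DMSO wells and 100% = sodium butyrate wells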
# hcDAF12 agonist – H. contortus DAF-12 nuclear receptor activators, primary screen, cell-based, luminescence, HEK293, lit1-tk-luc reporter. HEK293 hcDAF-12 lit1-tk-luc reporter; 0% DMSO, 100% Δ7-dafachronic acid. activation, % at 6.8 µM. 1.4% of 370,000 active;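 active = activation above the mean of all tested compounds plus 3 SD, cut at about 5.5% in these data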;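 note: 100% = response to 3 µM Δ7-dafachronic acid high control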
# SMARCA2 act – SMARCA2 (BRM) function activators, primary screen, cell-based, luminescence, high throughput. AID 652017, 2013. 1% of 370,000 active. activation, % at 9.1 µM. MG213 cells, MMTV-luciferase reporter, dexamethasone, overnight; in the data active = activation above about 7.8%;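 note: 0% = vehicle wells and 100% = reference activator wells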
# PLCb3 inh – human PLC-beta3 inhibitors, primary screen, biochemical, fluorescence; 1-phosphatidylinositol 4,5-bisphosphate phosphodiesterase beta-3 (Homo sapiens), Q01970; Purified PLC-beta3, fluorogenic substrate; inhibition, % at 12.2 µM; 0.18% of 370,000 active; AID 720704, 2013; in the data active = inhibition above about 11%;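 note: 0% = median of compound wells on plate and 100% = full blocker control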
# HGIII-sPLA2 inh – human group III sPLA2 inhibitors, primary screen, biochemical, QFRET, BODIPY PC-A2 liposome substrate | Group 3 secretory phospholipase A2 (Homo sapiens), Q9NZ20 | QFRET BODIPY PC-A2 liposome hydrolysis, fluorescence | inhibition, % at 12.2 µM | 0.56% of 370,000 active | AID 743126, 2013;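 active = inhibition above mean plus 3 SD of compounds lying within the high and low control bounds, cut at about 19% in these data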;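 note: 0% = median of test compound wells and 100% = no enzyme DMSO wells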
# ssDAF-12 act – S. stercoralis DAF-12 nuclear receptor activators, primary screen, cell-based, luminescence, HEK293, GRIP1 co-expression, lit1-tk-luc; Nuclear hormone receptor DAF-12 (Strongyloides stercoralis); AID 652126, 2013; activation, % at 6.8 µM; HEK293 ssDAF-12/GRIP1 lit1-tk-luc reporter; % of 3 µM dafachronic acid response; 1% of 370,000 active;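 active = activation above the mean over all tested compounds plus 3 SD, cut at about 0.9% in these data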;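 note: 0% = DMSO-only wells and 100% = 3 µM delta7-dafachronic acid wells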
# Rev-erbA mod – modulators of Rev-erb alpha DNA binding, primary screen, biochemical, FITC-DNA, fluorescence polarization, uHTS. activity, % at 10 µM. 0.79% of 370,000 active. Nuclear receptor subfamily 1 group D member 1 (Homo sapiens), P20393. Rev-erbα–FITC-DNA binding, 90 min;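 active = activity above about 14%, limit read from the data; passing the limit was not always enough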;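 note: 0% = DMSO wells with 35 nM protein and 100% = DMSO wells with 750 nM protein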
# Target sequence (P20393 whole entry, looked up): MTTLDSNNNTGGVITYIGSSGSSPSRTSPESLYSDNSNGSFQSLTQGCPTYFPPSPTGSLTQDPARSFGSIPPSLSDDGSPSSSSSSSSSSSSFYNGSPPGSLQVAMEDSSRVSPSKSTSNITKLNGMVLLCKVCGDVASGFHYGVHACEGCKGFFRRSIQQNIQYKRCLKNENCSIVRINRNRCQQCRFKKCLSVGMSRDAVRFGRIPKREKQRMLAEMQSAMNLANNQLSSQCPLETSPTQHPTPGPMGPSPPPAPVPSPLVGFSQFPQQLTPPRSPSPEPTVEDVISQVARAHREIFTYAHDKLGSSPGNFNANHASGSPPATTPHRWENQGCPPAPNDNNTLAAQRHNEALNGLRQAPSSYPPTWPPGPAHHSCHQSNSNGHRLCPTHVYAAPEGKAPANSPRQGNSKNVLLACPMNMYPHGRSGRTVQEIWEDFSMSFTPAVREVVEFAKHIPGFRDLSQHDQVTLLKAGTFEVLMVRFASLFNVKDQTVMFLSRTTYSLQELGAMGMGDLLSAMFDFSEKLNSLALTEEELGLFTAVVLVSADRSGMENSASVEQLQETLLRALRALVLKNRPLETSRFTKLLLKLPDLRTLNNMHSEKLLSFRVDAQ
# FXN GAA850 act – FXN promoter activators, primary screen, cell-based, luciferase luminescence, HEK293 lucGAA850; HEK293 lucGAA850 FXN promoter luciferase reporter, 24 h; percent of 10 µM SAHA response; activation, % at 6 µM; 0.56% of 360,000 active;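 active = activation above the average of all compounds screened plus 3 SD, cutoff fixed separately per campaign, cut at about 7.5% in these data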;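 note: 0% = DMSO wells and 100% = 10 µM SAHA wells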
# PG9 binder – binders of HIV-1 gp120 antibody PG9, primary screen, biochemical, TR-FRET; HIV-1 gp120 / PG9 antibody interaction; TR-FRET gp120-PG9 antibody binding; inhibition, % at 6.7 µM; 0.43% of 360,000 active; in the data active = inhibition above about 8.5%
# DAX1 inh-1 – DAX1 (NR0B1) inhibitors, primary screen, cell-based, HEK293, Gal4-DAX1, luciferase luminescence; Nuclear receptor subfamily 0 group B member 1 (Homo sapiens), P51843; HEK293 Gal4-DAX1 luciferase reporter; inhibition, % at 6.75 µM; 0.99% of 340,000 active; AID 504766, 2011;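 active = inhibition above the mean over all tested compounds plus 3 SD, cut at about 4.2% in these data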;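 note: 0% = DAX1-transfected cells with DMSO and 100% = empty-vector control cells with DMSO; inhibition shows as a rise in luminescence from relieved DAX1 repression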
# Target sequence (P51843 207-470 limits assumed): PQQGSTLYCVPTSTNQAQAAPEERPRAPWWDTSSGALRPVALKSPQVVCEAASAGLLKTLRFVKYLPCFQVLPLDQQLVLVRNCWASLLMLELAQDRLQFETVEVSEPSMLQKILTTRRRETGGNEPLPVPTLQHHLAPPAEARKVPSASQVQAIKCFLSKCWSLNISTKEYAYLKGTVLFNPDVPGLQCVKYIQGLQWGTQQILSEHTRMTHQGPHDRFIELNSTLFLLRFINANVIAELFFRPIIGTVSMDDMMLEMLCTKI
# DAX1 inh-2 – DAX1 (NR0B1) inhibitors on StAR promoter, primary screen, cell-based, luminescence, SF-1 (NR5A1), full-length DAX-1; HEK293T StAR-luciferase reporter, SF-1/DAX-1 repression relief; inhibition, % at 6.8 µM; 1.1% of 370,000 active; AID 652010, 2013;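 active = inhibition above the mean over all tested compounds plus 3 SD, cut at about 3.6% in these data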;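 note: 0% = DAX-1 cells with DMSO and 100% = cells lacking DAX-1 with DMSO; higher inhibition means more luminescence from relief of DAX-1 repression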
# * hit, by the source's call; · = not tested or not shown.
mol	hgDAF12 agonist	hcDAF12 agonist	SMARCA2 act	PLCb3 inh	HGIII-sPLA2 inh	ssDAF-12 act	Rev-erbA mod	FXN GAA850 act	PG9 binder	DAX1 inh-1	DAX1 inh-2
COc1ccc(C2/C(=C(\O)c3ccc4c(c3)OCCO4)C(=O)C(=O)N2Cc2ccco2)c(OC)c1 (stereo not drawn)	-1.4	-0.6	-2	-12	-5	-0.4	5	1.9	3.3	2.1	-0.1
N#CC1=C(N)NC(=S)C(C(N)=O)C1c1ccc([N+](=O)[O-])cc1 (stereo not drawn)	4.4	0.8	-3	1	-1	-1.2	-2	0.9	2.9	-0.5	0.9
CC(c1ccccc1)N1C(=O)C2C3C=CC(C4CC34)C2C1=O (stereo not drawn)	-1.2	-0.1	-1	3	4	-1.5	-2	0.2	-0.3	-0.6	-0.1
COc1ccc(C/C(C)=N\NC(=O)c2c[nH]c3ccccc23)cc1OC	4.6	2.8	4	-3	-2	0.0	5	5.0	-2.0	0.9	0.6
COc1ccc(C(=O)Nc2nnc(-c3ccccc3)s2)cc1	1.3	2.1	1	-6	-2	-0.7	21	3.2	3.6	1.5	0.0
OCCN1CCN(c2ncnc3c2ncn3[C@H]2CN(Cc3ccc(Cl)cc3)C[C@@H](CO)O2)CC1	3.0	-1.0	0	0	7	-1.1	3	0.0	0.7	·	-0.2
Cc1ccc(C(=O)N/C(=C/c2ccco2)C(=O)OCN2C(=O)c3ccccc3C2=O)cc1	-2.0	2.0	0	-5	14	-0.9	-3	2.6	0.2	-0.2	-0.1
COc1cc(NC(=O)[C@H]2O[C@@H](n3cnc4c(N)ncnc43)[C@H](O)[C@@H]2O)cc(OC)c1OC	0.4	-0.1	-4	3	3	-1.5	-6	·	-2.7	·	-0.2
CCn1c(SCC(=O)N/N=C/c2ccc(C)s2)nc2ccccc21	1.4	-1.6	1	-1	-5	-1.5	1	-3.9	-2.2	-2.7	-2.3
O=C(Nc1ccc(F)cc1)C(NC1CCCCC1)c1ccccc1 (stereo not drawn)	-2.0	-0.3	5	3	-1	-1.6	-6	1.1	-1.5	0.2	-1.0
CC(C)(C)C(=O)Nc1cccc(-c2nc3ccccc3c(=O)o2)c1	1.5	0.6	-1	-6	7	-1.8	1	1.4	-0.3	-3.4	1.8
Cn1c(SCC(=O)N2CCOCC2)nnc1-c1cccc(NC(=O)c2ccccc2)c1	0.0	-0.1	0	0	-2	-1.2	0	1.4	-0.5	0.8	0.5
CC1(C)CC(NC(=O)N2c3ccccc3Sc3ccccc32)CC(C)(C)N1	1.6	0.7	-1	-6	6	-1.1	-7	-0.3	-3.1	-3.1	-0.1
C[C@]12CC[C@@H]3c4ccc(O)cc4C(=O)C[C@H]3[C@@H]1CC[C@@H]2O	-1.2	-1.5	-5	-1	-4	-1.4	0	2.1	-1.5	-0.2	-0.3
CCNC(=S)N(Cc1ccco1)Cc1cc2cc3c(cc2[nH]c1=O)OCCO3	0.9	1.1	1	-39	4	-0.5	-2	2.5	1.2	0.3	0.8
O=C(Nc1nccs1)c1ccc2c(=O)n3c(nc2c1)CCCCC3	8.1	3.2	5	-4	-2	-0.7	1	3.0	0.0	0.3	1.5
CCCCOc1cccc(C(=O)Nc2ccc(NC(=O)c3cccs3)cc2)c1	-0.6	2.6	-3	6	7	0.8	-1	-0.6	-0.6	0.9	0.7
CCc1nnc(NC(=O)CSc2nnc(Cc3ccc(OC)cc3)o2)s1	-2.9	-1.9	-1	0	-7	-1.5	3	0.0	0.9	1.6	0.2
CNC(=O)c1[nH]cnc1C(=O)Nc1cccc(C)c1	2.3	1.2	1	2	2	-1.6	-6	3.5	0.4	-0.2	0.0
CCCNNC(=O)C(O)(c1ccccc1)c1ccccc1	0.0	-2.3	-4	-1	9	-0.9	-2	1.7	-0.2	-0.4	0.5
CCN(CC)S(=O)(=O)c1ccc(C(=O)NC(=S)N2CCCCC2C)cc1 (stereo not drawn)	-0.8	-0.4	-1	-5	16	-0.8	-8	1.4	0.3	0.8	-0.4
Cc1cc(C)cc(NC(=O)COC(=O)CN=C2NS(=O)(=O)c3ccccc32)c1	-3.5	-1.9	-1	-2	-6	-0.8	·	-0.5	-2.3	0.7	0.9
CCOc1ccc(-n2c(-c3ccccc3)c[n+]3c2CCC3)cc1	-8.0	-4.2	-8	2	4	-1.9	-1	-1.2	0.2	-5.8	-3.4
Cc1ccc(-c2nc3ccccc3s2)cc1NC(=S)NC(=O)c1ccccc1	15*	5.7*	5	-37	6	1.6*	-1	3.0	-0.4	2.5	2.0

# The list goes on, starting with the last 2 of the part before.
mol	hgDAF12 agonist	hcDAF12 agonist	SMARCA2 act	PLCb3 inh	HGIII-sPLA2 inh	ssDAF-12 act	Rev-erbA mod	FXN GAA850 act	PG9 binder	DAX1 inh-1	DAX1 inh-2
CCOc1ccc(-n2c(-c3ccccc3)c[n+]3c2CCC3)cc1	-8.0	-4.2	-8	2	4	-1.9	-1	-1.2	0.2	-5.8	-3.4
Cc1ccc(-c2nc3ccccc3s2)cc1NC(=S)NC(=O)c1ccccc1	15*	5.7*	5	-37	6	1.6*	-1	3.0	-0.4	2.5	2.0
CCn1c(CC(=O)Nc2ccccc2F)nnc1SCC(=O)NC1CCCCC1	-0.7	0.1	-2	-5	0	-0.4	-4	1.3	-0.5	0.4	0.1
Cc1ccc(Cn2cc(S(=O)(=O)c3ccc(C(C)C)cc3)c(=O)c3cc4c(cc32)OCO4)cc1	-2.8	-2.0	4	-19	-3	-1.5	23	3.7	0.2	-0.4	-0.3
NC(=O)CCN1CCN(Cc2nc(C(c3ccccc3)c3ccccc3)no2)CC1	2.0	-1.9	-4	1	-4	-0.6	-5	-0.3	-0.7	-1.2	-0.4
Clc1cc(Br)ccc1OCCCn1ccnc1	-1.5	-1.0	1	0	-22	-1.2	2	2.5	-1.2	-1.2	-0.8
NNc1nc(NCc2ccccc2)nc(N2CCOCC2)n1	-2.2	-1.3	0	-2	-11	-1.5	-3	-0.2	-0.9	-0.7	-0.5
NCCCC[C@H]1CN=C(N)N1CCCCC1CCCCC1	-1.5	0.4	1	4	-5	-1.5	-1	-1.0	-0.5	3.0	0.1
CN1CCN(C(=O)/C(=C\c2ccccc2)c2ccccc2)CC1	0.2	-0.7	-2	1	-1	-1.3	0	-1.0	-1.4	0.5	-0.1
Cc1ccc(S(=O)(=O)Nc2ccc3c(c2)CC(=O)N([C@H](C)CO)C[C@@H](C)[C@H](CN(C)S(=O)(=O)c2ccccc2)O3)cc1	-1.9	0.6	2	4	-35	-0.9	2	0.2	0.8	0.1	-0.6
COc1cccc(N2CCN(c3ccc4nnc(CCC(=O)Nc5ncccc5C)n4n3)CC2)c1	3.3	-2.4	-3	-5	-5	-0.8	-1	-0.3	-0.1	-0.3	0.2
O=C1OCc2ccc([N+](=O)[O-])cc21	0.8	-0.9	0	2	2	-1.4	0	0.5	-0.7	0.0	-0.1
CC(C)COC(=O)Cc1c(O)c2ccccc2[nH]c1=O	0.1	2.0	-1	-27	1	0.2	1	-2.2	2.8	-0.4	0.8
C=CCOc1ccc(-c2n[nH]c(=S)o2)cc1	9.0	0.7	1	-34	9	-1.9	1	3.0	2.3	-0.6	1.7
Cc1ccccc1OCCOc1cccc(/C=N/NC(=O)Cc2nnc(N)s2)c1	12*	1.7	5	-2	-20	-0.8	3	2.8	-0.7	-1.3	-0.9
O=C(/C=C/N1CCOCC1)c1coc2ccccc12	0.1	0.2	2	-9	-3	-0.4	3	4.7	3.7	2.8	0.4
CCOc1ccc(S(=O)(=O)Nc2cc(C)ccn2)c2ccccc12	1.3	0.2	-5	-1	-1	-1.2	5	-2.6	2.7	1.1	-0.4
O=C(Nc1cccc(C(=O)O)c1)Nc1ccccc1Cl	18*	2.7	5	2	3	-0.3	0	3.1	-0.6	-7.8	1.6
O=C(Nc1ccc([N+](=O)[O-])cc1)C(Cc1ccccc1)N1C(=O)c2cccc3cccc(c23)C1=O (stereo not drawn)	2.5	5.0	0	-4	-2	1.4*	22	1.1	-1.0	-0.4	0.2
CCn1c(Cc2cccs2)nnc1SCC(=O)Nc1ccc(Cl)cc1C	1.7	-0.1	-2	2	-11	-1.5	2	·	·	·	-2.6
CCc1c(C)sc(NC(=O)c2cc(C)on2)c1C#N	3.8	2.5	1	-3	2	0.0	1	0.5	-0.7	1.7	0.4
CCOP(=O)(OCC)c1nc(-c2ccccc2)oc1N1CCCCC1	-2.7	-2.3	-1	-137	10	-2.6	-5	0.5	0.0	-0.4	0.0
c1ccc(-c2cc3c(-n4cccc4)ncnc3o2)cc1	3.9	3.8	-1	-63	-1	0.1	-4	2.7	0.3	-0.5	0.4
CC(=O)Nc1ccc(S(=O)(=O)N(C)CC(=O)OCC(=O)c2ccc3c(c2)NC(=O)CO3)cc1	-0.2	-0.9	0	-8	0	-0.8	-3	-1.3	-0.1	0.7	-2.2
O=C(CN(Cc1ccccc1)S(=O)(=O)c1ccc(Br)cc1)NCC1CCCO1 (stereo not drawn)	0.3	-1.3	-2	-8	-1	-0.6	1	-1.3	0.8	-1.0	-0.4
O=C(COC(=O)c1cccc(Cl)c1)NCc1ccccc1	-0.2	0.3	-2	-1	-8	-1.3	-2	-0.1	-2.1	-0.9	0.7
CC(C)(C)c1ccc(OCC(O)CN(CCO)CC(O)Cn2ccc3ccccc32)cc1 (stereo not drawn)	1.2	0.2	1	3	-18	-1.1	0	-1.0	-2.9	-2.4	-0.5
CCOC(=O)N1CCN(C(=O)C[C@@H]2C(=O)N3CCCC4=C3[C@@]2(C(=O)OC)CCCC4)CC1	2.3	-1.8	0	2	0	-1.1	0	·	·	·	-1.3
COc1ccc(C2CC(c3ccccc3)=NN2C(=O)COC(=O)c2cc(S(=O)(=O)N3CCOCC3)ccc2F)cc1 (stereo not drawn)	-1.4	-2.7	0	-4	-18	-0.6	13	0.6	-0.2	0.5	0.1
O=C(COc1ccccc1)Nn1c(-c2ccccc2)nc2ccccc2c1=O	0.3	-1.1	-1	3	-13	-1.4	3	-1.0	-1.2	-1.8	-0.4
O=C(COC(=O)c1c[nH]c2ccccc12)NC1CCCCC1	3.0	2.7	-2	-9	-4	0.2	0	1.6	1.6	0.4	0.5

# Compound activity from PubChem.
